Screens (PubChem BioAssay)
MLLE-PAM2 inh = inhibitors of PABP1 MLLE–PAM2 peptide binding, primary screen, biochemical, fluorescence polarization, FITC-PAM2, GST-MLLE | Polyadenylate-binding protein 1 (Homo sapiens), P11940 | inhibition, % at 20 µM | 0.36% of 360,000 active; in the data active = inhibition above about 35%, passing the limit was not always enough;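 note: plate controls were DMSO wells with GST-MLLE for no effect and wells lacking GST-MLLE protein for full effect; some results filed as inactive read as strong as hits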
eLon inh = inhibitors of E. coli Lon protease, primary screen, biochemical, fluorescence polarization | purified E. coli Lon protease | 0.42% of 360,000 active | inhibition, % at 7.94 µM | P0A9M0; in the data active = inhibition above about 13%, passing the limit was not always enough;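 note: 0% = enzyme with probe and DMSO and 100% = no enzyme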
Rin1 Abl inh = inhibitors of Rin1-Abl protein binding, primary screen, biochemical, TR-FRET; Tyrosine-protein kinase ABL1 (Homo sapiens) + Ras and Rab interactor 1 (Homo sapiens), …; inhibition, % at 7.35 µM; 0.4% of 360,000 active; in the data active = inhibition above about 5%, passing the limit was not always enough
Target sequence (P00519 whole entry, looked up): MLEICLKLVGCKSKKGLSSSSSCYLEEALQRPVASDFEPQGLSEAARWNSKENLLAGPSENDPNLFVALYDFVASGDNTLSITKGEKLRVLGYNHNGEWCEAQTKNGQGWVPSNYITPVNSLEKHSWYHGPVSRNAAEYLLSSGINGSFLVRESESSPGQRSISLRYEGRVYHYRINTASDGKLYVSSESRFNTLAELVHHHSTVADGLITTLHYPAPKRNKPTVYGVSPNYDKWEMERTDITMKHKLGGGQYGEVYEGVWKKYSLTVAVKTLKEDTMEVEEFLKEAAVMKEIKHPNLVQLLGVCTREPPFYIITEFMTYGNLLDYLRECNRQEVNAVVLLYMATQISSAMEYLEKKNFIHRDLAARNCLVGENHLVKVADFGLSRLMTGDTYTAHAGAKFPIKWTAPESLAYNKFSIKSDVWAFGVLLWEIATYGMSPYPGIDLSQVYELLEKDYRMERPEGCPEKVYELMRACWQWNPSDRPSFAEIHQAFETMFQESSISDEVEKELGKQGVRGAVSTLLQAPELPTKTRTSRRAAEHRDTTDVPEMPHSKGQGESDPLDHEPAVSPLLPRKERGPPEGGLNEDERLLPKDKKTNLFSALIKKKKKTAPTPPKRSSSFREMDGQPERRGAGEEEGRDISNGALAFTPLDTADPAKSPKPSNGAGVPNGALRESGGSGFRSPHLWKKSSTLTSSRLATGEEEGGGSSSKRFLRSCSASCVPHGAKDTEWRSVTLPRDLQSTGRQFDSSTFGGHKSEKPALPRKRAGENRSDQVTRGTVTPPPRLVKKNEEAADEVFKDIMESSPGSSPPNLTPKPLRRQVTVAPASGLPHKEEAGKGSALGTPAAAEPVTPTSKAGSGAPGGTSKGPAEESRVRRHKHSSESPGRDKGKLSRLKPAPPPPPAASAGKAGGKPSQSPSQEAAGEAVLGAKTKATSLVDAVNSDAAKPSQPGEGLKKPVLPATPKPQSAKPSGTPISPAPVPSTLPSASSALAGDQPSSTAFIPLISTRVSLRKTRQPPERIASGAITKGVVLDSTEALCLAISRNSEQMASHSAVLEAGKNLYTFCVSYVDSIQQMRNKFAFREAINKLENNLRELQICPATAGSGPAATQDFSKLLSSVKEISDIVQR
Target sequence (Q13671 whole entry, looked up): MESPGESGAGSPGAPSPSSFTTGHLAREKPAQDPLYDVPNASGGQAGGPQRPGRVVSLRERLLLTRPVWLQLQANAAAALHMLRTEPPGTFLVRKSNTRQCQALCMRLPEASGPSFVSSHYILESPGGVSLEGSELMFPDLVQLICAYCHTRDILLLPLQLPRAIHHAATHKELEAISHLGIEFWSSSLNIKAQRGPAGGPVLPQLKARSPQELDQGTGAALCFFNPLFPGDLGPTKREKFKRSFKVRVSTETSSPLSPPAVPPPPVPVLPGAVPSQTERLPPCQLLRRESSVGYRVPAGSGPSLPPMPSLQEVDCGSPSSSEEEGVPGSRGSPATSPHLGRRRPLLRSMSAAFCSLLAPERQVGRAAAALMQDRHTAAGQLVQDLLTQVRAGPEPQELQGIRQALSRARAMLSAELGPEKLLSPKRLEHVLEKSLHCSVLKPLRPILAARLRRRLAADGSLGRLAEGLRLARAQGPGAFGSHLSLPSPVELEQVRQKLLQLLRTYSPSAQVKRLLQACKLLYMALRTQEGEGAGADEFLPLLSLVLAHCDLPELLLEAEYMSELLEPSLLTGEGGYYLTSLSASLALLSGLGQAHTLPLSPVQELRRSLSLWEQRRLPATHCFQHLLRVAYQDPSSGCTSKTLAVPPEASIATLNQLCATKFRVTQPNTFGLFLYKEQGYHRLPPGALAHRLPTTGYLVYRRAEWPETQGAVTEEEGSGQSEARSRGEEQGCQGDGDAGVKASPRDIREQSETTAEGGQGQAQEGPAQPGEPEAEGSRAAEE
Tb MetRS inh = T. brucei MetRS inhibitors, primary screen, biochemical, luminescence; methionyl-tRNA synthetase (Trypanosoma brucei brucei); purified T. brucei MetRS, ATP depletion, Kinase-Glo luminescence; inhibition, % at 11.9 µM; 0.4% of 360,000 active;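 active = inhibition above a per-plate cutoff of the control wells' mean inhibition plus 3 SD, cut at about 5.5% in these data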;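 note: 0% = DMSO wells median and 100% = median of wells with control inhibitor compound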
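technique = Kinase-Glo luminescence, ATP depletion format | system = purified MetRS (methionyl-tRNA synthetase) enzyme from Trypanosoma brucei | timing = 15 min preincubation, 2 h reaction, all 25 °C | evaluation = percent inhibition versus plate control medians | dosing = single dose, 11.9 µM final nominal, 0.9% final DMSO | also added = substrates ATP, L-methionine and bulk Escherichia coli tRNA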
MsrA act = bovine MsrA enzyme activators, primary screen, biochemical, absorbance, HTS | 0.3% of 360,000 active | Methionine sulfoxide reductase A (Bos taurus) | purified bovine MsrA, absorbance read-out | activation, % at 10.6 µM; in the data active = activation above about 7.5%;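 note: 0% = vehicle and 100% = reference activator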
Neddylation inh = inhibitors of cullin neddylation, primary screen, biochemical, TR-FRET, uHTS, NAE and Ubc12; NEDD8-conjugating enzyme Ubc12 (Homo sapiens) + NEDD8-activating enzyme E1 regulatory …; calls only at 25 µM; 0.58% of 360,000 active; AID 651699, 2012; in the data active = inhibition above about 36%
CSN deneddyl inh = inhibitors of CSN-mediated cullin deneddylation, primary screen, biochemical, fluorescence polarization, uHTS. COP9 signalosome complex subunit 5 (Homo sapiens), Q92905. Purified CSN, SCF-Nedd8-OG deneddylation. inhibition, % at 12.5 µM. 0.38% of 360,000 active. AID 651999, 2013;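 active = pattern-corrected inhibition above about 35%, with an unprinted fluorescence ratio check between 0.5 and 1.5, limit read from the data, passing the limit was not always enough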;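 note: 0% = enzyme with substrate and 100% = substrate without enzyme; some results filed as inactive read as strong as hits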
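Material: purified human Csn5 enzyme expressed in HEK293T cells / Medium: Tris buffer pH 7.5, NaCl, DTT, Tween-20, trehalose, ovalbumin / Compound dosing: 12.5 µM single point / Schedule: 90 min incubation of compound, enzyme and substrate at room temperature / Signal: fluorescence polarization of the substrate / Control set: no-enzyme wells high, enzyme-with-substrate wells low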
FAS-TE inh = FAS thioesterase domain inhibitors, primary screen, biochemical, fluorescence intensity, uHTS; recombinant FAS-TE, OMFH fluorogenic substrate, fluorescence endpoint; inhibition, % at 15 µM; 0.67% of 360,000 active; AID 602261, 2012;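 active = compounds whose normalised, plate-corrected inhibition of enzyme fluorescence in the single-dose primary screen is 50% or more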;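 note: 0% = DMSO with enzyme and 100% = substrate without enzyme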
MsrA inhibitor = bovine MsrA enzyme inhibitors, primary screen, biochemical, absorbance, HTS; Methionine sulfoxide reductase A (Bos taurus); purified bovine MsrA, absorbance read-out; inhibition, % at 15.5 µM; 0.75% of 360,000 active; AID 651718, 2012; in the data active = inhibition above about 4.5%;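 note: 0% = vehicle wells with enzyme and 100% = reference inhibitor wells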
Numbers without * were called inactive; i = inactive; nt = no result given; + = active, no number. The order is random; 4% or so of the library scored in one or more.

SMILES | MLLE-PAM2 inh | eLon inh | Rin1 Abl inh | Tb MetRS inh | MsrA act | Neddylation inh | CSN deneddyl inh | FAS-TE inh | MsrA inhibitor
Cc1ccc2oc(C(=O)N3CCN(C)C[C@@H]3C(C)C)c(C)c2c1 | -8.9 | -2.3 | 0.8 | -0.2 | -2.5 | i | -2.0 | 0.1 | 0.8
Cc1cc(Cn2nc(-c3ccccc3)cc2C(=O)NCc2cccc(C(F)(F)F)c2)on1 | -8.2 | 4.5 | 2.9 | 1.1 | -11.0 | i | -8.0 | 35.7 | 0.4
CCCCC(=O)Nc1cc(OCC)c(NC(=S)NC)cc1OCC | -0.2 | -0.9 | 2.0 | -0.4 | -2.4 | i | -1.6 | -6.2 | 0.3
COc1ccc(Cl)cc1C(=O)n1nc(C)cc1C | -11.6 | -5.2 | 3.2 | -0.9 | -1.5 | i | 0.7 | -2.7 | -0.9
O=C(CSCc1ccccc1)Nc1ccc(F)c(F)c1 | 18.1 | -1.2 | 0.8 | -0.6 | -7.4 | i | -10.2 | 13.2 | 0.8
CC(C)(C)c1ccc(Oc2coc3cc(OCC(=O)O)ccc3c2=O)cc1 | 4.4 | -6.8 | 3.4 | -0.4 | 1.0 | i | -2.5 | -30.7 | -0.8
Cc1ccccc1OCCC(=O)OCC(=O)Nc1cc(S(=O)(=O)N2CCOCC2)ccc1Cl | -16.1 | -7.7 | -8.4 | 0.0 | -0.9 | i | 2.5 | 15.4 | 1.5
COc1ccc(NC(=O)c2noc3c2CCCCC3)cc1 | -5.9 | -10.4 | -0.9 | -0.4 | -1.5 | i | -3.6 | 7.1 | 0.0
CC1CCN(C(=O)CNC(=O)Cn2ccc3ccccc3c2=O)CC1 | 2.6 | -6.8 | 4.4 | -0.1 | 0.0 | i | 1.4 | -7.7 | 1.2
O=C(Nc1ccccc1-c1ccccc1)c1ccc(Cl)c([N+](=O)[O-])c1 | 4.6 | -11.8 | -2.4 | -0.5 | 0.1 | i | 4.5 | 29.0 | 0.1
Oc1ccc(N=Nc2nc(-c3ccccc3)c(-c3ccccc3)[nH]2)cc1 | -97.3 | -67.6 | 1.2 | 0.1 | -3.2 | i | 15.1 | 18.0 | -0.9
Cc1ccccc1N(CC(=O)NCc1ccc2c(c1)OCO2)C(=O)CCC(=O)Nc1ccccn1 | -3.8 | 8.7 | 0.6 | -0.7 | -1.4 | i | 10.4 | -3.5 | 0.3
Cc1ccc(OC(C)C(=O)Nc2ccccc2C(=O)N2CCN(C)CC2)cc1 (configuration not stated) | 7.9 | -2.4 | -2.6 | -0.2 | -2.5 | i | 0.2 | -5.6 | -1.0
N#Cc1ccc(OCC(O)CN2CCN(c3ncc(C(F)(F)F)cc3Cl)CC2)cc1 (configuration not stated) | -6.2 | -12.1 | 1.5 | 0.8 | 0.5 | i | -3.9 | 20.6 | -0.4
CCOCCCNC(=S)NCCNc1nc2c(C)cccc2cc1C#N | -33.9 | -3.8 | -3.2 | -0.9 | -9.7 | nt | 5.3 | -17.4 | nt
CCCCCCCCN1C(=O)[C@H](CC(=O)N2CCN(C(=O)OCC)CC2)C[C@@]2(C(=O)OC)CCCCC=C12 | nt | 0.5 | nt | -0.8 | 2.1 | i | -1.1 | 9.2 | -0.3
Cc1ccc(-c2nc3ccc(Br)cn3c2CC(C)(C)C)cc1 | 6.7 | 1.6 | 0.1 | -0.7 | -0.9 | i | 2.3 | 19.4 | -1.2
COc1ccc(S(=O)(=O)N(C)C[C@@H]2Oc3c(NS(=O)(=O)c4cn(C)cn4)cccc3C(=O)N([C@@H](C)CO)C[C@@H]2C)cc1 | 2.1 | -13.1 | 0.7 | 0.2 | -9.4 | i | 6.0 | -12.6 | -0.6
CCOC(=O)Cc1csc(NC(=O)NC2(C(F)(F)F)Oc3cc(Cl)c(Cl)cc3O2)n1 | -25.6 | -2.2 | -1.0 | -0.1 | -4.2 | i | -1.8 | 10.7 | -0.9
CC(=O)CCc1ccc(Oc2nc(-c3cccnc3)nc3ccccc23)cc1 | -31.7 | -7.8 | 3.1 | -0.8 | -7.1 | i | 18.6 | 42.4 | 0.8
CCc1cc(Cn2nc(-c3ccccc3)cc2C(=O)NCc2cccs2)on1 | -4.6 | 8.6 | 0.2 | 0.1 | -7.7 | i | -1.8 | 42.1 | -0.5
Cc1ccc(-n2c(-c3nn(C)c(C)c3Cl)n[nH]c2=S)cc1 | 7.7 | -2.1 | 2.2 | -0.6 | 4.8 | i | 6.0 | 1.0 | 0.4
COC(=O)c1ccccc1N/C=C/C(=O)c1ccc(Br)cc1 | -8.6 | -18.7 | -2.2 | -0.4 | -5.5 | i | -1.5 | 24.7 | 0.1
Cc1[nH]c2ccccc2c1C(C[N+](=O)[O-])c1cccc(O)c1 (configuration not stated) | 10.9 | 5.5 | -0.5 | -0.3 | 0.7 | i | -7.9 | 3.1 | 0.0
c1ccc(CN2C3=NCCN3c3ccccc32)cc1 | -6.0 | -4.3 | -1.7 | 0.6 | -3.8 | i | -7.5 | -11.0 | -0.8
COc1ccc(S(=O)(=O)NCCCCCC(=O)O)cc1C(=O)O | -13.6 | 1.8 | -0.5 | -0.2 | 4.3 | i | -1.3 | -6.5 | -1.3
Cc1ccccc1CSCCNC(=S)Nc1ccccc1 | -30.6 | -10.6 | 1.2 | -0.7 | -8.5 | i | 4.4 | 11.4 | 0.0
COc1cccc(OC)c1C(=O)Nc1ccccc1C(=O)N1CCCC1 | 12.3 | 2.7 | 1.8 | -0.5 | -3.7 | i | -2.5 | -1.9 | -0.7
CCOC(=O)CC1C(=O)NCCN1S(=O)(=O)c1ccc(Cl)cc1 (configuration not stated) | -1.1 | -5.0 | 0.4 | 0.1 | -1.5 | i | 2.2 | -4.7 | 0.0
CSc1cnn(-c2ccccc2)c(=O)c1SC | 15.4 | -5.8 | 2.6 | -0.5 | -6.0 | i | 0.1 | -2.3 | -0.3
Cc1cc(NC(=O)c2ccc(Cl)cc2Cl)n(CCC#N)n1 | 14.5 | 0.2 | 0.0 | 6.4* | 1.0 | i | -6.5 | -0.6 | -0.3
CCOC(=O)[C@]12CCCC=C1N(CCC1=CCCCC1)C(=O)[C@H](CC(=O)NCCCN1CCCC1=O)C2 | nt | nt | nt | -1.2 | nt | i | 0.7 | nt | 1.0
COc1ccc(OC)c(Nc2ncnc3c2cnn3-c2ccccc2)c1 | 11.2 | 0.7 | 0.2 | -0.7 | -2.4 | i | -3.5 | 3.0 | -0.3
CC(NC(=O)c1cc([N+](=O)[O-])cc([N+](=O)[O-])c1)c1ccc(-n2ccnc2)cc1 (configuration not stated) | -0.9 | -9.5 | -2.0 | 0.5 | 1.0 | i | 3.3 | 58.8* | 0.2
CCCNC(=O)c1ccccc1NC(=O)CN(c1ccccc1OCC)S(C)(=O)=O | -6.5 | 2.9 | -2.0 | -0.2 | 0.1 | i | 2.0 | -1.0 | -0.2
CCOC(=O)C1=C(N)n2c(s/c(=C/c3ccco3)c2=O)=C(C(=O)OC)C1c1ccco1 (configuration not stated) | 2.8 | -7.9 | -4.5 | -0.6 | -1.8 | i | 14.7 | 13.3 | 2.0
CCCCn1c(N)c(N(CCOC)C(=O)c2c(C)noc2C)c(=O)[nH]c1=O | 14.4 | -8.1 | 3.0 | -0.5 | -2.8 | i | 4.2 | -4.5 | -0.1
CCN(CC)CCNC(=O)c1ccc(NC(=O)c2cc(-c3ccco3)nc3ccccc23)cc1 | -20.8 | 1.7 | -5.1 | -0.6 | -4.1 | + | 11.9 | -4.4 | 3.4
COc1ccc(-c2ccc(NCCC3=CCCCC3)nn2)cc1OC | 7.1 | -12.7 | -1.4 | -0.3 | -3.7 | i | 3.5 | -6.7 | 0.0
COc1c(C)cccc1C(=O)Nc1ccc(CN2CCOCC2)cc1 | 26.1 | 0.2 | 3.0 | -0.5 | 0.4 | i | 2.1 | -7.4 | -0.6
O=C(Nc1ccccc1-c1nnn(CC(=O)N2CCc3ccccc3C2)n1)C1CCC1 | -14.2 | 9.8 | -0.5 | -0.5 | 0.6 | i | 0.9 | 8.5 | -0.8
OCC1(Cc2ccccc2)CCN(C2CCN(c3ccccc3F)CC2)CC1 | -7.3 | 0.6 | 0.1 | -0.7 | -0.3 | i | -4.8 | -3.0 | -0.1
OC[C@@H]1CN(Cc2ccco2)C[C@H](n2cnc3c(NC4CC4)ncnc32)O1 | 3.1 | -8.1 | -0.5 | 0.2 | -1.6 | i | 2.8 | -7.6 | -0.6
Cc1cc(N2CCOCC2)nc2ccc(NC(=O)CCC(=O)N3CCN(c4ccccc4F)CC3)cc12 | 4.1 | 12.0 | -0.4 | -0.4 | -3.5 | nt | 1.1 | 3.3 | 0.6
Nc1ccc(C(=O)OCc2nc3ccccc3[nH]2)cc1 | 9.4 | 5.1 | -0.7 | 3.7 | 1.9 | i | 4.9 | -4.3 | -0.2
CCc1cc2cc(C)c(C)cc2nc1SCC(=O)NNC(=O)c1ccco1 | -1.6 | -3.6 | 1.6 | -0.6 | -3.2 | i | 10.2 | -10.6 | 1.1
CC(=O)NN1C(=O)c2ccccc2NC1c1ccccn1 (configuration not stated) | 3.2 | 1.2 | 4.3 | -0.4 | -1.9 | nt | -4.2 | -12.5 | 1.4
O=C(NCCc1ccccc1)c1cc([N+](=O)[O-])ccc1N1CCOCC1 | 2.4 | -2.5 | -0.4 | -0.3 | -7.7 | i | -4.5 | 37.6 | 1.8
Cc1ccc(OCC(=O)NNC(=O)C2CSC3(C)CCC(=O)N23)cc1C (configuration not stated) | 4.2 | 4.2 | 1.5 | -0.1 | -1.6 | i | -3.8 | -0.5 | -1.9
O=C(Nc1cc(S(=O)(=O)Nc2ccc(Cl)cc2)ccc1O)c1ccc(F)cc1F | -7.7 | -2.3 | 1.7 | -0.3 | -14.6 | i | 5.1 | -3.5 | 0.2
Cc1cccn2c(=O)c(C(=O)NCCCN3CC(C)CC(C)C3)c(O)nc12 (configuration not stated) | -0.6 | -1.2 | 3.5 | 0.0 | -1.7 | i | -9.5 | -5.5 | 1.7

Molecules above containing a nitro group on carbon (4):
SMILES | MLLE-PAM2 inh | eLon inh | Rin1 Abl inh | Tb MetRS inh | MsrA act | Neddylation inh | CSN deneddyl inh | FAS-TE inh | MsrA inhibitor
O=C(Nc1ccccc1-c1ccccc1)c1ccc(Cl)c([N+](=O)[O-])c1 | 4.6 | -11.8 | -2.4 | -0.5 | 0.1 | i | 4.5 | 29.0 | 0.1
Cc1[nH]c2ccccc2c1C(C[N+](=O)[O-])c1cccc(O)c1 (configuration not stated) | 10.9 | 5.5 | -0.5 | -0.3 | 0.7 | i | -7.9 | 3.1 | 0.0
CC(NC(=O)c1cc([N+](=O)[O-])cc([N+](=O)[O-])c1)c1ccc(-n2ccnc2)cc1 (configuration not stated) | -0.9 | -9.5 | -2.0 | 0.5 | 1.0 | i | 3.3 | 58.8* | 0.2
O=C(NCCc1ccccc1)c1cc([N+](=O)[O-])ccc1N1CCOCC1 | 2.4 | -2.5 | -0.4 | -0.3 | -7.7 | i | -4.5 | 37.6 | 1.8
